# Assay outcomes from PubChem.
# FXIIa inh 1536: inhibitors of human coagulation factor XIIa; P00748; purified FXIIa, Boc-QGR-AMC fluorogenic substrate, 2 h; inhibition, % at 5 µM; 220,000 tested, 0.3% active; AID 800; in the data active = inhibition above about 40%;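 also: 0% = enzyme with no compound and 100% = blank without enzyme; many of its hits are not listed in these tables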
# EP2 antag: blocks the human prostaglandin E2 receptor EP2; AID 1422; inhibition, % at 25 µM; C6 glioma cells expressing human EP2, cAMP TR-FRET; cells stimulated with saturating PGE2; P43116; 260,000 tested, 0.52% active;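 active = percent inhibition above 40 after rounding to a whole number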;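 also: rat C6 glioma host cells with rolipram phosphodiesterase inhibitor present; the protocol text gives 20 µM as final concentration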
# Target sequence (P43116 whole entry, looked up): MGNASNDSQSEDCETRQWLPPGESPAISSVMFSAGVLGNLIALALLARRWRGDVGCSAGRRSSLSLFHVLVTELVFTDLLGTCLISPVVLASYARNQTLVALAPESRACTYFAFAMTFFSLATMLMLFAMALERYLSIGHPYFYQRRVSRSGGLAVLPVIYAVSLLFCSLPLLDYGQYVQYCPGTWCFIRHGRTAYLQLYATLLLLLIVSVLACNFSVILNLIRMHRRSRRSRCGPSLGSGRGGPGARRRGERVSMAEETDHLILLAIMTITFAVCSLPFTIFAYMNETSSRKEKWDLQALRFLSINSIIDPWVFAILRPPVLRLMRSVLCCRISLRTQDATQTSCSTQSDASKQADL
# zVAD death inh: blocks zVAD induced death of L929 cells; L929 zVAD necroptosis rescue, ATP luminescence, 24 h; with zVAD 60 µM; viability rescue, % at 10 µM; 220,000 tested, 0.38% active;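 active = activation, scaled between plate controls, above about 75%, limit read from the data; inactive = activation under that limit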;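 also: 0% = zVAD with DMSO and 100% = DMSO alone without zVAD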
# TNF necrop inh: TNF-alpha cell death inhibition in Jurkat FADD-/- cells; 220,000 tested, 0.068% active; activation (protection from cell death), % at 10 µM; AID 463075; Jurkat FADD-/- TNF necroptosis rescue, ATP luminescence, 24 h; 0 = TNF only, 100 = no-TNF cells;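 active = activation, meaning protection from cell death, of at least 50% relative to plate controls; inactive = activation below 50%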;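 also: necroptosis triggered by 40 ng/mL TNF-alpha added together with compound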
# PPC-1+TRAIL kill: kills PPC-1 cancer cells in the presence of TRAIL | AID 1443 | PPC-1 cells + TRAIL, ATPLite viability luminescence | cell killing (% activity), % at 4 µM | 220,000 tested, 0.41% active;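 active = cell killing above 50% in the first pass at 4 µM, then a duplicate retest at 5 µM averaging 50% or more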;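 also: plate controls were cells with TRAIL plus DMSO for no effect and medium-only wells lacking cells for full effect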
# Wee1 degr inh: inhibitors of human Wee1 degradation. HeLa Luc-Wee1K328M stability, luciferase luminescence; 100% = proteasome inhibitor MG132 effect. reporter increase, % at 5 µM. 220,000 tested, 1.2% active;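 active = activation above the mean of all tested compounds plus 3 SD, set per screening run, cut at about 8.8% in these data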;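 also: cells exposed to compound for 20 h before luminescence read; 0% = DMSO alone and 100% = MG132 at 30 µM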
# CHOP inhibitor: blocks CHOP induction under ER stress; CHO-K1 CHOP-promoter luciferase, tunicamycin-induced, 15-18 h; inhibition, % at 10 µM; 220,000 tested, 3.8% active; AID 2732;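 active = compounds that reduced the stress-induced luciferase reporter signal by more than about 70% of percent inhibition, limit read from the data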;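 also: 0% = tunicamycin plus vehicle and 100% = wells without tunicamycin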
# TbHK1 inh: blocks Trypanosoma brucei hexokinase 1 activity. recombinant TbHK1, G6PDH-coupled NADH A340. inhibition, % at 10 µM. 220,000 tested, 0.11% active. AID 1430;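 active = inhibition of 50% or more in the single-dose primary screen; inactive = inhibition below 50%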
# FXIa inh 1536: blocks human coagulation factor XIa protease activity | P03951 | purified FXIa, Boc-Glu-Ala-Arg-AMC fluorogenic substrate | inhibition, % at 5 µM | 220,000 tested, 0.14% active | AID 798;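 active = inhibition of at least 40%; inactive = inhibition below 40%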;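 also: fluorescence of freed AMC excited at 355 nm; 0% = enzyme without compound and 100% = no enzyme blank; many of its hits are not listed in these tables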
# Target sequence (P03951 19-387 limits assumed): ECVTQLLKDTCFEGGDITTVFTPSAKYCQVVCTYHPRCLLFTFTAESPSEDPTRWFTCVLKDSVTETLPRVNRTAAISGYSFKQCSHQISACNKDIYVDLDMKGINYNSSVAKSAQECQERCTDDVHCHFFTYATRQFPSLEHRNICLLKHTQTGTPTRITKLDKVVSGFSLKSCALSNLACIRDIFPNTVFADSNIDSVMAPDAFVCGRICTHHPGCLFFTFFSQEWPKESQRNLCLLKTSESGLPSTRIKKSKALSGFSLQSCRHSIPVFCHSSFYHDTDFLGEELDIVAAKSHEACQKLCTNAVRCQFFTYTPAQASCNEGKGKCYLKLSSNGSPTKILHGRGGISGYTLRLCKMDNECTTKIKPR
# Target sequence (P03951 388-625 limits assumed): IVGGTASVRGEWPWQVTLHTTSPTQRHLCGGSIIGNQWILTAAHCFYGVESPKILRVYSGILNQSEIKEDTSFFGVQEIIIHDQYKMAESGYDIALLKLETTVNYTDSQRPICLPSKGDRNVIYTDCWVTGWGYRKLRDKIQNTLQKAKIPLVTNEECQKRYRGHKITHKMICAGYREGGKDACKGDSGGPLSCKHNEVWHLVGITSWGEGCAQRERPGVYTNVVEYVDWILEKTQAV
# Active calls of the source: *; nt = not tested or not shown; & = joins results of further samples. A portion of the library; rates above refer to the full screens.
# Values in the order – Wee1 degr inh, EP2 antag, TbHK1 inh, FXIa inh 1536, FXIIa inh 1536, PPC-1+TRAIL kill, CHOP inhibitor, zVAD death inh, TNF necrop inh
C=CCNC(=O)COc1ccccc1C#N
    1, 4, 8, 32, 26, 6, -17, 0.0, -0.9
CC1(C(=O)NCCN2CCOCC2)C=CCN1C(=O)c1ccccc1 (stereo not given)
    1, 12, -8, 1, 6, 0, -1, 3.5, 3.0
Cc1ccc(O)c(C2=NNC(c3ccc(Cl)cc3)C2)c1 (stereo not given)
    -2, 4, -10, 1, 2, 10, 7, 1.2, -9.3
CCCCNC(=O)N(C)c1nc2ccccc2s1
    5, 15, -3, 0, 13, 28, 6, 28, 8.0
CC(C(=O)Nc1cccc(S(=O)(=O)N2CCOCC2)c1)N1CCN(c2ccc(F)cc2)CC1 (stereo not given)
    2, 8, -5, -8, 4, 19, -6, 0.0, 2.4
Cc1nnc(SC(C)C(=O)Nc2ccc(S(=O)(=O)N3CCCCCC3)cc2)s1 (stereo not given)
    -1, 16, -2, 13, 13, 13, 24, 0.6, 2.6
CC(=O)Nc1ccc(S(=O)(=O)Nc2nc3ccccc3nc2Nc2ccc(N)cc2)cc1
    -2, 0, -29, 1, 9, 13, 16, -0.1, -0.8
CCOC(=O)N1CCN(C(=O)/C=C/c2ccc([N+](=O)[O-])cc2)CC1
    1, 8, -37, 1, 11, 24, -4, -1.2, 0.0
Cc1ccc(S(=O)(=O)N2CCN(c3ccc([N+](=O)[O-])c4cccnc34)CC2)cc1
    0, 9, -4, -5, 3, 4, 25, 1.2, -3.0
Cc1cccc(N(C)c2cc(C)nc3nc(C)nn23)c1
    3, 1, -10, -8, 5, -5, -6, 1.0, -2.3
Cc1nn(Cc2ccccc2)c(Cl)c1C(=O)NC(C)(C)C
    3, 9, 1, 1, 10, -9, 6, 0.2, 2.6
N#CCSCC(=O)Nc1ccccc1
    -1, 10, -5, -2, -5, 18, -17, 0.7, 5.9
O=c1cnn(-c2ccc(Cl)cc2Cl)c(-c2ccccc2)c1
    1, nt, -2, -7, 2, 25, 69, 0.8, -0.5
CCCCc1c(C)nc(Nc2ccc(OC)cc2)[nH]c1=O
    18*, 6, 31, 10, 14, 21, 29, 2.6, 1.8
CCN(CCNC(=O)C1CCN(c2nnc(-n3cccc3)s2)CC1)c1ccccc1
    0, 7, -2, -14, -1, 6, -2, 3.9, -0.5
O=C(NC(=S)Nc1ccccc1)c1cc(-c2ccccc2)nc2ccccc12
    -2, 11, -16, 4, 3, 7, 8, 0.1, -4.4
COc1ccc(OC)c(S(=O)(=O)N(C)CC(=O)Nc2ccc3c(c2)OCO3)c1
    -1, 5, -3, -5, 7, 2, 18, -0.3, -1.4
C/C(=N\NC(=S)Nc1ccccc1C)c1ccc(O)cc1
    0, 3, -17, -2, 5, 1, 16, 0.4, 0.2
COc1ccc(S(=O)(=O)Nc2ccc(C)cc2)cc1OC
    6, 6, -2, -8, 15, 17, 29, -0.2, 0.4
Cc1ccc(CN2C(=O)CCC2C(=O)NCCN(CC(C)C)CC(C)C)cc1 (stereo not given)
    7, 4, 1, -6, 4, -4, 28, 1.6, -0.2
O=C(CSc1nnc(-c2ccncc2)o1)NC1CCCCC1
    6, 4, 1, -5, 6, 17, 0, 74, 0.6
CCn1c2ccccc2c2cc(CN3CCN(S(=O)(=O)Cc4ccccc4)CC3)ccc21
    1, 14, -6, -2, 0, 19, 59, 0.6, 4.8
CCN(CC)C(=O)C1CCCN(Cc2nc(-c3cccs3)no2)C1 (stereo not given)
    -3, 6, -2, -2, 6, -5, 0, -0.1, 0.1
COc1ccc(C(=O)Nc2cc(C(=O)O)cc(C(=O)O)c2)cc1Cl
    -2, 5, 4, -6, 6, -3, -6, 40, -0.6
Cc1oc2ccc(NS(=O)(=O)c3ccccc3)cc2c1C(=O)Nc1ccccc1
    6, 10, 5, 2, 4, -8, 65, 1.7, 3.1
Cc1ccc(-c2n[nH]c3c2CCC3)cc1
    5, 13, -4, 8, 25, 4, 68, 2.5, -0.7
Cc1cc(=O)[nH]c(NCc2ccccc2)n1
    3, 14, -4, -3, 2, -4, 13, 0.0, 3.5
Cc1cc(Nc2ccc(F)cc2)nc(N)n1
    5, 4, -3, 2, 17, 0, -21, -0.2, -2.9
Cc1ccc(-n2nc3c(c2NC(=O)/C=C\c2ccc4c(c2)OCO4)CSC3)cc1
    1, 5, -16, 5, 10, -14, 26, nt, 3.1
O=C(O)C1CCN(Cc2cccnc2)CC1
    2, 6, 3, 1, 12, -2, -2, 1.3, -0.1
Cc1ccccc1C(=O)Nc1ccc(O)cc1C(=O)O
    -1, 7, -2, -4, 10, 14, 34, 9.3, 0.3
O=S(=O)(c1ccc(-c2ccon2)s1)N1CCN(CCN2CCOCC2)CC1
    -2, 8, 2, 4, 17, 5, 1, 0.1, 0.8
Cc1cc(N2CCCC2)n2nc(C)nc2n1
    -1, 6, 3, -1, -6, -5, -2, nt, -0.2
CCOC(=O)COc1cccc2c(=O)n(CC(=O)N3CCC(C)CC3)ccc12
    1, 12, -21, -3, 7, 26, 13, -0.1, -0.5
CCC(c1nnnn1CCOC)N(Cc1cc2cc(C)c(C)cc2[nH]c1=O)CC1CCCO1 (stereo not given)
    -2, 2, -24, -2, 16, 16, 42, -0.7, -2.0
CCOC(=O)c1sc2ccc(S(=O)(=O)N3CCCCC3)cc2c1N
    2, 2, 0, 7, 0, 0, 59, 1.2, 1.8
Cc1cccc(OCCSc2nc3c([nH]2)c(=N)ncn3Cc2ccccc2)c1
    -3, 14, 0, -2, 8, -6, 9, 0.5, -4.8
COc1cc(C2CC(=O)N3CN(Cc4ccccc4)CSC3=C2C#N)ccc1OCc1ccccc1 (stereo not given)
    -2, 7, -15, 2, 17, -6, 36, -0.9, 0.1
O=C(OCn1nnc2ccccc2c1=O)c1ccc2ncsc2c1
    -1, 11, -2, 10, 18, 0, 27, 1.4, -0.4
c1ccc(Cc2noc(CN3CCN(C4CCc5ccccc5C4)CC3)n2)cc1 (stereo not given)
    1, 5, -4, -13, 1, 8, 21, 0.9, 0.1
CC(C)CC(=O)Nc1ccc2oc(-c3ccncc3)nc2c1
    1, 16, -15, -3, 7, 15, -4, 1.3, -0.7
Cc1ccccc1NC(=O)CCN1CCN(C/C=C/c2ccccc2)CC1
    4, 5, -2, 1, 4, 2, 31, 0.2, 0.5
Cc1ccnc(NS(=O)(=O)c2ccc(C(C)(C)C)cc2)c1
    -2, 6, 1, -8, 0, 8, -20, 3.8, 0.9
CCOc1ccccc1NC(=O)Cn1nnc(C(=O)Nc2ccccc2Cl)c1N
    2, nt, 6, -20, -2, 7, 73*, 0.1, 2.2
CN1C(=S)N2CCCN2C1c1ccccc1 (stereo not given)
    1, 6, -2, 1, 11, 29, -12, 0.4, 5.8
Cc1nn(C)c(C)c1Sc1ccc(Br)cc1
    2, 8, -3, 3, 13, -3, 32, -0.2, -2.0
N#CC1=C2Nc3ccccc3N2C(=O)NC1(c1ccccc1)C(F)(F)F (stereo not given)
    8, 18, -14, -2, 8, 9, 35, 0.3, 6.4
O=C(CCOc1ccccc1F)N1CCN(c2ccccc2O)CC1
    5, 5, -4, -3, 2, 20, 3, 1.5, -0.9
COC(=O)c1ccc(CSc2nc3c(c(=O)n2-c2ccccc2)SCC3)o1
    -3, 9, -9, 24, 27, 22, 20, -0.5, -3.6
O=C(c1ccncc1)c1ccc(NC(=O)c2cccs2)cc1
    -1, 4, -3, 3, 9, 8, 11, -0.1, -0.3

# Carrying on.
# Values in the order – Wee1 degr inh, EP2 antag, TbHK1 inh, FXIa inh 1536, FXIIa inh 1536, PPC-1+TRAIL kill, CHOP inhibitor, zVAD death inh, TNF necrop inh
O=C(N/C(=C/c1cccnc1)C(=O)N1CCOCC1)c1ccco1
    2, 7, 2, 4, 11, 1, 4, 0.4, 1.7
CC(C)CC(c1nnnn1C(C)C)N1CCN(c2cccc(Cl)c2)CC1 (stereo not given)
    -3, 7, -3, 4, -7, 17, 32, -0.3, 0.2
CC(C)(C)NC(=O)C(c1ccncc1)N(Cc1cccs1)C(=O)c1csnn1 (stereo not given)
    -1, 13&6, -8, 1, 11, 11, 1, -0.2, 1.6
Oc1ccccc1N1CCN(C(=S)NCc2ccccc2)CC1
    -2, 7, 3, -2, 6, 4, 24, 3.5, 0.1
CCCNC(=O)C(=O)N/N=C/c1ccc(OCc2ccccc2)cc1
    -1, 5, 0, -2, 5, -4, 14, 1.7, 1.5
Cc1cccc2cc(CN(CCN(C)C)C(=S)Nc3ccccc3)c(=O)[nH]c12
    -3, 9, 5, -3, 3, 12, 2, -0.2, 3.7
CCOC(=O)c1c(-c2ccc(C)o2)csc1NC(=S)NC(=O)N(C)C
    1, 11, -7, 0, 5, 12, -9, -0.1, -6.6
CCCCC1(C)OC(=O)C(=Cc2ccc(-c3ccc(Cl)c(C(=O)O)c3)o2)C(=O)O1 (stereo not given)
    5, 16, -61, 10, 12, 8, -12, 0.0, 0.6
O=C(CSc1nnc(COc2ccccc2F)n1-c1ccccc1)NC1CCS(=O)(=O)C1 (stereo not given)
    -3, 3, 33, 3, 6, 18, 31, -0.2, 0.9
NC(=O)CSc1nnnn1-c1ccc(OC(F)(F)F)cc1
    0, 10, 7, 1, 9, 1, 32, 0.1, 1.0
CCC1CCCCN1CCCNC(=O)COc1cc(=O)n(C)c2ccccc12 (stereo not given)
    0, 8, 3, -1, 1, -9, 1, 0.9, -0.4
Cc1ccc(-c2c3c(nc4sc(C(N)=O)c(N)c24)CCC3)cc1
    6, 21, -6, 5, 12, 14, 18, 0.2, 1.0
CCOC(=O)C1=C(C)Nc2ncnn2C1c1cccs1 (stereo not given)
    -2, 4, 0, 0, 12, 15, 21, 0.4, -0.3
COc1ccc(OC)c(S(=O)(=O)N(C)CC(=O)N2CCN(c3ccccc3F)CC2)c1
    -3, 16, 1, 2, 14, 7, 31, -0.6, -1.6
CN(C)CCCNc1ccc(S(N)(=O)=O)cc1[N+](=O)[O-]
    -2, 8, -8, -5, 6, -13, -14, 0.3, 2.7
COc1ccc(S(=O)(=O)n2[nH]c(=O)c(CCO)c2C)c([N+](=O)[O-])c1
    1, 1, -2, -2, 10, 21, -12, 1.0, 3.0
Cc1cccc(N(C(=O)CCC(=O)Nc2cc(C)on2)C(C(=O)NC2CCCC2)c2ccc(C)o2)c1 (stereo not given)
    -3, 11, 5, 11, 14, 5, 3, -1.4, 1.0
COc1cccc(Cn2c(OCC3CCCO3)nc3c2c(=O)n(C)c(=O)n3C)c1 (stereo not given)
    -3, 8, -2, 15, 11, 3, -4, 0.1, 0.1
COc1ccc(C(=O)Nc2ccc(C3CC3(Cl)Cl)cc2)cc1 (stereo not given)
    -1, 5, -8, 0, 5, 13, 7, 11, -0.9
Cc1ccccc1NC(=O)CSc1nc2ccccc2c2nc(CCn3cncc3C)nn12
    0, 5, 5, -8, 3, 16, 4, -0.7, 2.8
COC(=O)c1ccccc1NC(=O)C1CCN(C(=O)c2cc(OC)c(OC)c(OC)c2)CC1
    4, 3, -4, 0, 8, 21, -4, 0.5, 0.5
Cc1ccc(C)c(SCC(=O)Nc2cccnc2Cl)c1
    -2, 2, 7, -6, 8, 2, 17, -1.2, -3.2
CC(=O)NCCNc1ccc([N+](=O)[O-])cn1
    -2, 3, -8, 7, 7, 14, -9, 0.2, 1.0
Cn1cnc2c(N/N=C/c3cccs3)ncnc21
    1, 4, -93, -5, 14, -11, 0, 69, -7.0
COc1ccc(-c2[nH]ncc2/C=N/NC(=O)c2cc(Br)ccc2O)c(OC)c1
    2, 11, -13, 5, 7, 8, 2, 2.5, 2.0
CC(=O)c1cccc(S(=O)(=O)NCC(c2ccco2)N2CCCCC2)c1 (stereo not given)
    0, 3, -3, 17, 28, 22, 21, 0.0, -1.2
O=C(Nc1nc2c(s1)CCCC2)c1ccc(Br)s1
    1, 6, 2, 12, 18, 31, 8, 2.2, -1.2
